Assay outcomes: PubChem BioAssay, Johns Hopkins Ion Channel Center
CHT PAM – allosteric activators of human choline transporter CHT; B-score at 10 µM; CHT-expressing cells, membrane potential dye, choline EC20; active compounds read high; LV-AA mutant CHT in HEK293 cells; Q9GZV3; hit rate 0.49% among 310,000; AID 488977;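 active = initial fluorescence not abnormally high and integrated response B-score, plate-corrected, over 3 SD above library mean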
Target sequence (Q9GZV3 whole entry, looked up): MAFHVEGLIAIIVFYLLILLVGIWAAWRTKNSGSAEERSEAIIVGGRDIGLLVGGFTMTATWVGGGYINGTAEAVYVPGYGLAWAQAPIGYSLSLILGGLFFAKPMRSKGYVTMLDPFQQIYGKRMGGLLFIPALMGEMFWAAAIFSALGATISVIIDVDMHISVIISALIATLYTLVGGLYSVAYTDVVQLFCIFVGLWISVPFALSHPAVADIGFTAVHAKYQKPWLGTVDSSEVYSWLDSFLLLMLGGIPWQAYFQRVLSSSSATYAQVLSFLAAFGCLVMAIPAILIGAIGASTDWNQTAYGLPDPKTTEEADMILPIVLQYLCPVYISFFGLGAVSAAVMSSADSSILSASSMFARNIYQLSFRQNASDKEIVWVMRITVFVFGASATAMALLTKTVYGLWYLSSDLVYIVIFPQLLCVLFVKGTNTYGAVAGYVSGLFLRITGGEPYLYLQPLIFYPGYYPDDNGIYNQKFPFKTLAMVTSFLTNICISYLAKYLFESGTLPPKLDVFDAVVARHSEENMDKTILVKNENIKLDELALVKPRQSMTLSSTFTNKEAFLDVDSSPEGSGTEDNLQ
CHT inh – inhibits the human high affinity choline transporter. B-score at 10 µM. CHT-expressing cells, membrane potential dye, choline response; active compounds read low. hit rate 0.86% among 310,000;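 active = B-score over 3 SD under the library average, and starting fluorescence ratio not unusually high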;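 also: choline stimulus applied at its EC90 after an EC20 pre-addition; B-score computed on integrated fluorescence ratio after choline addition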
* = called active by the depositor; i = inactive.

SMILES	CHT PAM	CHT inh
CNC(=O)CSc1nnc(-c2cccc(S(=O)(=O)N3CCOCC3)c2)n1-c1ccc(F)cc1	i	i
CC(NC(=O)C(=O)N1CCCCC1)C(c1cccs1)N1CCN(C)CC1 (stereo not given)	i	i
COc1ccc(N=CC2=C(O)CC(c3ccccc3)CC2=O)c(OC)c1 (stereo not given)	i	i
COc1ccc(N=C2NC(=O)C(CC(=O)NCCc3ccc(OC)c(OC)c3)S2)cc1 (stereo not given)	i	i
COc1ccc(C(=O)OCC(=O)Nc2cc(S(=O)(=O)N3CCOCC3)ccc2N2CCCC2)cc1	i	i
CN=C(Nc1cccc(Cl)c1)SC1CC(=O)N(c2ccc(OC)cc2)C1=O (stereo not given)	i	i
Fc1ccc(CSc2nnc(-c3cc4c(s3)-c3ccccc3CC4)o2)cc1	i	i
Cc1ccc(N2C(=S)N=C(Nc3ccccc3C)C23CCOC(C)(C)C3)cc1 (stereo not given)	i	i
CC(C)NC(=O)C1COc2ccccc2O1 (stereo not given)	i	i
Cc1ccc(C(=O)c2c3ccc([N+](=O)[O-])cc3[n+]([O-])n2CCCC(N)=O)cc1	i	i
O=C(NCc1cccs1)c1cccnc1Cl	i	i
CCC1CCCCN1CCN1C(=O)C2C(C(=O)Nc3cccc(OC)c3)C3C=CC2(O3)C1C(=O)NC1CCCCC1 (stereo not given)	i	i
CCN(CC)C(=O)CN(c1cccc([N+](=O)[O-])c1)S(=O)(=O)c1ccccc1	i	i
Cc1cc(S(=O)(=O)Nc2ccccc2C)ccc1F	i	i
O=C(N/N=C/c1ccc2nccnc2c1)c1ccccc1O	i	i
Cc1ccc2oc(C(=O)Nc3nnc(C)s3)c(C)c2c1	i	i
Cc1ccc(-c2nc(CS(=O)CC(=O)NC3CCCC(C)C3C)c(C)o2)cc1 (stereo not given)	i	i
CCOC(=O)C1(CCc2ccccc2)CCN(C(=O)c2occc2C)CC1	i	i
O=C(NC1CC1)C1CCN(C2CCN(C(=O)Cc3ccc4c(c3)OCO4)CC2)CC1	i	-10.3*
COc1ccc(-c2cc(C(=O)NCc3ccco3)c3ccccc3n2)c(OC)c1	i	i
Cc1cccc(CSc2nnnn2-c2ccccc2)c1	i	i
CCOc1ccccc1C(=O)N[C@H](C(=O)Nc1nc2c(s1)CCCC2)C(C)C	i	i
O=C(CN1CCCCCCC1)N/N=C/c1ccc([N+](=O)[O-])o1	i	i
CC(=O)OCc1cc(-c2nn(C)c(=O)c3ccccc23)ccc1C	i	i
COc1ccc(CCNC(=O)c2ccc(CS(=O)(=O)c3ccc(Cl)cc3)o2)cc1OC	i	i
O=C(NCc1ccco1)Nc1ccc(Br)cc1	i	i
CCC(Oc1nc2ccccc2nc1-c1ccccc1NC(C)=O)C(=O)c1ccccc1 (stereo not given)	i	i
COc1ccc2[nH]c(=O)c(CN(CC3CCCO3)C(=S)Nc3cccc(C)c3)cc2c1 (stereo not given)	i	i
O=C(O)C1CCCCC1C(=O)NCCC(c1ccccc1)c1ccccc1 (stereo not given)	i	i
S=C(NCCc1ccccc1)N1CCN(Cc2ccc(Cl)c(Cl)c2)CC1	i	i
COc1cc(/C=N/NC(=O)C2C3CCCCC32C)cc(Br)c1O (stereo not given)	i	i
CCn1cc(C(=O)N[C@@H](CCSC)C(=O)NCCOC)c(=O)c2cc3c(cc21)OCO3	i	i
CCOC(=O)c1cnc2c(Cl)cc(Cl)cc2c1NCCCN1CCOCC1	i	i
CCOC(=O)C1(CCOc2ccccc2)CCN(Cc2ccc(C#CCCO)cc2)CC1	i	i
C[n+]1cccc(O)c1SCc1ccccc1	i	i
O=C(CSc1nc2ccccc2o1)Nc1cc(C(F)(F)F)ccc1N1CCOCC1	i	i
COc1cc(NC(=O)[C@@H]2CCCN(S(=O)(=O)c3cccc4cccnc34)C2)cc(OC)c1OC	i	i
C=CCN(C(=O)c1ccccc1)C1CCS(=O)(=O)C1 (stereo not given)	i	i
CC(C)C[C@H](NC(=O)N1CC(=O)Nc2ccccc21)C(=O)N[C@@H](Cc1ccccc1)C(=O)O	i	i
COC(=O)c1ccc(NC(=O)CCC(=O)c2ccc(F)cc2)cc1	i	i
Cc1ccc(Cl)cc1N1CCN(S(=O)(=O)c2c(C)[nH]c(C)c2C(=O)N2CCCCC2)CC1	i	i
CC1=CCC2([N+](=O)[O-])CN(CC(=O)O)CC1([N+](=O)[O-])C2 (stereo not given)	i	i
CCOC(=O)CSc1nnc(-c2ccoc2C)n1-c1ccc(OCC)cc1	i	i
COc1ccccc1NC(=O)CCc1nc(-c2cccs2)no1	i	i
COc1ccc(CSc2nnc(Cc3sc(-c4ccccc4)nc3-c3ccccc3)o2)cc1	i	i
Cc1ccc(N(CCC#N)C(=O)COC(=O)C2CCN(S(=O)(=O)c3ccc(C)c(C)c3)CC2)cc1	i	i
O=C(Nc1nccs1)c1ccc(Br)s1	i	i
Cc1ccc(C2=Nc3ccccc3N=C(c3ccco3)C2)c(O)c1	i	i
COc1ccccc1N1CCN(C(=O)CCC(=O)N2CCN(c3ccc(F)cc3)CC2)CC1	i	i
Cc1ccccc1OCc1nc(-c2ccc(Br)o2)no1	i	i
CCOc1ccc(N/C(SCc2cccc([N+](=O)[O-])c2)=C(/C#N)C(N)=O)cc1	i	i
O=C(CN1C(=O)NC2(CCCC2)C1=O)NNC(=O)c1ccccc1	i	i
COc1ccc(NC(=O)CN(C)C(=O)Cn2cnc3c2c(=O)n(C)c(=O)n3C)cc1	i	i
Cn1cccc1-c1nc2ccc(NC(=O)c3cccs3)cc2[nH]1	i	i
N#Cc1cc2ccccc2nc1SCC(=O)NC1CC1	i	i
CCOC(=O)N1CCC(NS(=O)(=O)c2ccc3c(c2)oc(=O)n3C)CC1	i	i
COCc1cc(C)nc(SCC[N+](C)(C)CC(=O)c2ccc(Br)cc2)c1C#N	i	i
COCCNC(=O)CC(=O)N/N=C/c1ccc(C(=O)OC)cc1	i	i
Cc1ccc(NC(=O)CSc2nc3[nH]ncc3c(=O)[nH]2)cc1Cl	i	i
COc1ccc(S(=O)(=O)Nc2c(NC3CCCCC3)c3ccccc3oc2=O)cc1	i	i

More records
SMILES	CHT PAM	CHT inh
O=C(NNc1ccc(F)cc1F)c1c(F)cccc1Cl	i	i
Cc1n[nH]c(=O)nc1NCCc1ccccc1	i	i
COCc1nnc(NC(=O)c2ccco2)s1	i	i
C/C(=N\NC(=O)c1ccn(C)n1)c1ccc(NC(=O)C2CCCC2)cc1	i	i
CCCCOC(=O)C(C)Sc1n[nH]c(=O)[nH]c1=O (stereo not given)	i	i
Cc1cc(=O)[nH]c(SCc2ccc(Cl)cc2Cl)n1	i	i
CCOc1ccccc1CN1CCCC(C(=O)c2ccc(OC)c(OC)c2)C1 (stereo not given)	i	i
O=[N+]([O-])c1c(Nc2cccc(O)c2)cc(Cl)c2nonc12	i	-7.35*
CCC1(c2ccccc2)NC(=S)N(c2ccc(C)cc2)N1 (stereo not given)	i	i
COc1ccc(NC(=O)c2cccc(S(=O)(=O)N3CCCCC3)c2)c(OC)c1	i	i
NC(=O)c1nsnc1-c1ccccc1O	i	i
CCCCOc1ccccc1NC(=O)c1ccc(=O)[nH]c1	i	i
O=S(=O)(Nc1ccccc1O)c1cccc2cccnc12	i	i
CNCCC=C1c2ccccc2CCc2ccccc21	i	i
CCOc1ccc(CNC(=S)NCc2ccc(OCC)cc2)cc1	i	i
COc1ccc(CN2C(=O)CS(=O)CC2=O)cc1OC	i	i
O=C(CS(=O)c1cccc(C(F)(F)F)c1)Nc1ccc(Cl)cc1Cl (stereo not given)	i	i
COC(=O)C(Cc1ccccc1)NCC(=O)Nc1cccc(Cl)c1C (stereo not given)	i	i
C=CCn1c(SC(C)C(N)=O)nc2sc(CC)cc2c1=O (stereo not given)	i	i
Cc1cc(C)c(NC(=O)CSc2nc3ccc(NC(=O)CSc4nnnn4-c4ccccc4)cc3s2)c(C)c1	i	i
COc1ccc(NC(=O)CSc2ccc3nnc(CCNC(=O)c4ccccc4)n3n2)cc1OC	i	i
CCOc1ccc(-n2c(SCC(=O)Nc3ccc(OC)cc3)nc3sc4c(c3c2=O)CCN(C)C4)cc1	i	i
CCCCNC(=O)c1onc(CSc2ccccc2F)c1C(=O)O	i	i
Cc1cc(C)c(NC(=O)COC(=O)C2CCC2)c(Cl)c1	i	i
CC(C)(C)c1cc(NCCCn2ccnc2)n2ncc(-c3ccccc3)c2n1	i	i
Cc1ccc(C(C)C)cc1C(=O)CC1(O)C(=O)N(C)c2ccccc21 (stereo not given)	i	i
O=C(NC(=S)NCC1CCCO1)c1cccc([N+](=O)[O-])c1 (stereo not given)	i	i
Cc1cc(C)c2cc(C#N)c(SCC(=O)NCc3ccco3)nc2c1	i	i
CCC(C)[C@H](NC(=O)[C@@H]1CSC2c3ccccc3C(=O)N21)C(=O)N1CCCCC1 (stereo not given in full)	i	i
COc1ccccc1C(=O)NC(=S)N1CCc2ccccc21	i	i
COc1cccc(C(C)NC(=O)C2CCCO2)c1 (stereo not given)	i	i
COc1ccccc1N1CCN(C(=O)c2sc3nc(-c4ccccc4)cn3c2C)CC1	i	i
Cc1cc(=O)n2nc(N3CCCC(C(=O)NCc4ccccc4C)C3)sc2n1 (stereo not given)	i	i
CN1C(=O)N(C)C2(c3ccccc3)NC(=O)NC12c1ccccc1 (stereo not given)	i	i
COc1ccc(N2CCN(S(=O)(=O)c3ccc4c(c3)NC(=O)CC(=O)N4)CC2)cc1	i	i
O=C(OCCNc1nc(-c2ccccc2)nc2ccccc12)c1ccncc1	i	i
CC1(C)CC(NC(=O)c2cccc(F)c2)CC(C)(C)N1	i	i
O=C1c2ccccc2C(=O)N1CCn1c(=O)oc2ccccc21	i	i
Cc1ccnc(NS(=O)(=O)c2ccc(CC(C)C)cc2)c1	i	i
CCNc1nc(NC(C)C)nc(NS(=O)(=O)c2ccc(C)cc2)n1	i	i
Cc1nc2ccccc2nc1CSc1nnc(N)s1	i	i
Cc1cc(C(=O)NCc2ccc3c(c2)OCO3)c(C)o1	i	i
O=C(NCCSCc1ccco1)Nc1ccccc1	i	i
COc1ccc(-c2nc(CS(=O)(=O)CC(=O)NC3CCCCC3C)c(C)o2)cc1 (stereo not given)	i	i
Cc1ccc(C)c(OCc2cc(C(=O)N(C)Cc3nccn3C)no2)c1	i	i
O=C(CN1C(=O)CCS(=O)(=O)c2ccccc21)Nc1cccc(F)c1	i	i
CC1(C)Cc2c(sc(NC(=O)COc3ccccc3)c2C#N)C(C)(C)N1	i	i
CC(=O)N=Cc1c(C)c(C#N)c(=O)n(C)c1O	i	i
COC(=O)c1ccc(N2C(=O)C3CC(C)=C(C)CC3C2=O)cc1 (stereo not given)	i	i
Cc1ccc(Cn2nnc3c(=O)[nH]c(C4CCN(S(=O)(=O)c5ccc(C)cc5)CC4)nc32)cc1	i	i
COc1ccc(/C=N/NC(=O)CCC(=O)Nc2ccccc2)cc1OC	i	i
CCCc1c(C)[nH]c2ccccc2c1=O	i	i
N#Cc1cc2c(nc1SC1CC(=O)N(c3ccccc3)C1=O)CCC2 (stereo not given)	i	i
COc1ccc2nc(NC(=O)c3ccc(F)cc3)sc2c1	i	i
c1ccc(CSCc2ccccc2)cc1	i	i
CCOC(=O)N1CCC(NC(=O)C2CCCN(S(=O)(=O)c3cccnc3)C2)CC1 (stereo not given)	i	i
O=C(N/N=C/c1ccc2c(c1)OCO2)c1ccc(NC(=O)c2ccc(F)cc2)cc1	i	i
COc1ccc2[nH]c(C(=O)Nc3ncc(C)cc3Br)cc2c1	i	i
O=C(NCC(O)c1ccc([N+](=O)[O-])cc1)C(c1ccccc1)c1ccccc1 (stereo not given)	i	i
CN1CCN(c2nc3c(c(=O)[nH]c(=O)n3C)n2Cc2ccc([N+](=O)[O-])cc2)CC1	i	i

The list continues:
SMILES	CHT PAM	CHT inh
O=C(O)c1cc(S(=O)(=O)N2CCN(c3ccccn3)CC2)ccc1Cl	i	i
COc1ccc(-c2[nH]ncc2/C=C(/C#N)C(=O)NC2CCCCCC2)cc1	i	i
O=C(O)c1[nH]c2ccccc2c1NS(=O)(=O)Cc1ccccc1	i	i
Cn1c2c(c(=O)n(C)c1=O)CN(CCN1CCNCC1)CN2	i	i

Of the compounds above, 14 contain a Cl atom.
SMILES	CHT PAM	CHT inh
CN=C(Nc1cccc(Cl)c1)SC1CC(=O)N(c2ccc(OC)cc2)C1=O (stereo not given)	i	i
O=C(NCc1cccs1)c1cccnc1Cl	i	i
COc1ccc(CCNC(=O)c2ccc(CS(=O)(=O)c3ccc(Cl)cc3)o2)cc1OC	i	i
S=C(NCCc1ccccc1)N1CCN(Cc2ccc(Cl)c(Cl)c2)CC1	i	i
CCOC(=O)c1cnc2c(Cl)cc(Cl)cc2c1NCCCN1CCOCC1	i	i
Cc1ccc(Cl)cc1N1CCN(S(=O)(=O)c2c(C)[nH]c(C)c2C(=O)N2CCCCC2)CC1	i	i
Cc1ccc(NC(=O)CSc2nc3[nH]ncc3c(=O)[nH]2)cc1Cl	i	i
O=C(NNc1ccc(F)cc1F)c1c(F)cccc1Cl	i	i
Cc1cc(=O)[nH]c(SCc2ccc(Cl)cc2Cl)n1	i	i
O=[N+]([O-])c1c(Nc2cccc(O)c2)cc(Cl)c2nonc12	i	-7.35*
O=C(CS(=O)c1cccc(C(F)(F)F)c1)Nc1ccc(Cl)cc1Cl (stereo not given)	i	i
COC(=O)C(Cc1ccccc1)NCC(=O)Nc1cccc(Cl)c1C (stereo not given)	i	i
Cc1cc(C)c(NC(=O)COC(=O)C2CCC2)c(Cl)c1	i	i
O=C(O)c1cc(S(=O)(=O)N2CCN(c3ccccn3)CC2)ccc1Cl	i	i

Not a hit list (roughly 1.4% active in at least one column).
